# High-throughput results from PubChem.
# Lipid storage S3: qHTS Assay for Lipid Storage Modulators in Drosophila S3 Cells; Drosophila S3 cells, BODIPY lipid droplet fluorescence, 18-24 h; cells fed with added oleic acid; Potency in µM for hits, for the others lipid storage change, negative = inhibition, % at the top dose, mostly 46.1 µM; hit rate 0.64% among 320,000; AID 2685, 2010; active = well fitted inhibition curve with a large enough effect in the signal ratio, with a control signal flat, not every such curve was filed as active; inconclusive = small, poorly fitted or top-dose-only effect, or effect the other way, or a change in a side signal; the % refers to the signal ratio
#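 Drosophila S3 cells loaded with oleic acid (400 uM, as added) and compounds at several concentrations; lipid droplets imaged by 488-nm laser-scanning cytometry, 500–530 nm intensity and object ratio to cell channel. Percent activity normalized to 20 uM Triacsin C.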
# Lipid storage S3 cell count max: further read-out of Lipid storage S3, marked with its call; cell number change, %; measured here: cell count max response;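 cells counted by Cell Tracker Red CMTPX staining in the red channel; peak over a dose series mostly up to 46.1 µM; percent activity relative to internal control wells on each plate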
# * = called active by the depositor; i = inactive; ? = inconclusive; / = not tested or not shown; [ ] = another dose, or the depositor's remark. % is scaled to controls: 0 for no effect and ±100 for the full control effect; potency is read from the fitted curve at half-maximal effect. An excerpt; the hit share may differ from the screen's.
# Below each compound – Lipid storage S3, Lipid storage S3 cell count max
Cc1onc(-c2ccccc2Cl)c1C(=O)NCc1nc(-c2ccccc2)no1
    ?, /
COc1cccc(N(C(=O)c2ccco2)C(C(=O)NC2CCCC2)c2ccc(N3CCOCC3)cc2)c1 (configuration not stated)
    ?, /
CC1=CC(C)(C)NC(=S)N1c1ccc(C)cc1
    -2.3%, 0.3
COc1ccc(CSc2nc(O)cc(=O)n2CC(C)C)cc1F
    ?, /
Cc1ccc(NC(=S)N2CCC(O)CC2)c(C)c1
    -18.3%, 19.5
CCOc1ccc(C(=O)C(C)=O)c(OCC)c1
    ?, /
Cc1ccc(N(C(=O)CNC(=O)c2ccco2)C(C(=O)NCC2CCCO2)c2ccccc2)cc1C (configuration not stated)
    i, 23.1
CN(C)C(=O)N1CCC(C(=O)N2CCCC(C(=O)c3ccc(C(C)(C)C)cc3)C2)CC1 (configuration not stated)
    ?, /
COc1ccccc1NCCC#N
    ?, /
COc1ccc(C(=O)c2cnc(C(C)C)n2C)cc1
    i, 15.1
CCOc1ccc(/C=N/NC(=S)NC2CC3CCC2C3)cc1 (configuration not stated)
    7.3%, 5.4
Clc1cccc(N/N=C/c2ccncc2)c1
    ?, /
O=[N+]([O-])c1ccc2oc(C(O)c3cccc(Cl)c3)cc2c1 (configuration not stated)
    ?, /
COC(=O)C(CC(=O)c1ccc(Br)cc1)n1cccn1 (configuration not stated)
    ?, /
Cc1nnc(SCC(=O)Nc2ccccc2F)n1-c1ccc(F)cc1
    ?, /
Cc1cc(=O)oc2c3c(cc(OCC(=O)Nc4ccc(CCO)cc4)c12)OC(C)(C)CC3
    ?, /
CC(NC(=O)c1ccccc1F)C(=O)O (configuration not stated)
    ?, /
O=C(N/N=C/c1ccc([N+](=O)[O-])o1)c1ccncc1
    ?, /
Cc1onc(C(=O)Nc2ccc3c(c2)OCO3)c1[N+](=O)[O-]
    ?, /
O=C1CCCCN1CCC(=O)N1CCCC(Nc2ccccc2)C1 (configuration not stated)
    ?, /
Cc1ccc(S(=O)(=O)N(CC(O)CN2C(=O)NC(C)(C)C2=O)c2ccccc2)cc1 (configuration not stated)
    -10.6%, -2.7
O=C1CCC2(C(=O)O)Sc3ccccc3N12 (configuration not stated)
    ?, /
CC(CC(=O)NC(C)c1ccc2c(c1)OCCO2)c1ccccc1 (configuration not stated)
    ?, /
Cn1c(=O)c(-[n+]2ccccc2)c([O-])c2ccccc21
    ?, /
c1ccc2sc(N3CCCN(Cc4nc(-c5cnccn5)no4)CC3)nc2c1
    -5.3%, 0.0
CC(=O)Nc1ccc(OCCC[n+]2cccc(C(=O)[O-])c2)cc1
    ?, /
CN(C)S(=O)(=O)c1ccc2c(c1)C(=O)c1cc(S(=O)(=O)N(C)C)ccc1CC2
    ?, /
Cc1ccc2cc(CN(Cc3ccco3)S(=O)(=O)c3c(C)ccc4nsnc34)c(=O)[nH]c2c1
    ?, /
CCOC(=O)C1(CC2CC2)CCN(Cc2cn(C)c3ccccc23)CC1
    3.2%, -16.3
COc1ccc(OC)c(CCNC(=O)CC2(CC3=NS(=O)(=O)c4ccccc4N3)CCCC2)c1
    ?, /

# Continued, starting with the last 5 of the part before.
# Below each compound – Lipid storage S3, Lipid storage S3 cell count max
CC(=O)Nc1ccc(OCCC[n+]2cccc(C(=O)[O-])c2)cc1
    ?, /
CN(C)S(=O)(=O)c1ccc2c(c1)C(=O)c1cc(S(=O)(=O)N(C)C)ccc1CC2
    ?, /
Cc1ccc2cc(CN(Cc3ccco3)S(=O)(=O)c3c(C)ccc4nsnc34)c(=O)[nH]c2c1
    ?, /
CCOC(=O)C1(CC2CC2)CCN(Cc2cn(C)c3ccccc23)CC1
    3.2%, -16.3
COc1ccc(OC)c(CCNC(=O)CC2(CC3=NS(=O)(=O)c4ccccc4N3)CCCC2)c1
    ?, /
CCOc1ccccc1N1CCN(Cc2ccco2)CC1
    i, /
O=c1c2c3c(sc2nc2n1CCC2)CCCC3
    ?, /
CSc1nc2nc3c(c(=O)n2[nH]1)CN(Cc1ccccc1)CC3
    ?, /
Cc1ccc(NS(=O)(=O)c2cccs2)cc1S(=O)(=O)N1CCCCCC1
    ?, /
Cc1ncoc1C(=O)NC1CC(C)(C)Cc2c1cnn2-c1ccc(F)cc1 (configuration not stated)
    ?, /
Cc1cc2cc3c(cc2nc1SCC(=O)N1CCOCC1)OCO3
    ?, /
COc1cccc(OC)c1C(=O)Nc1ccc(N2CCN(C(=O)c3cccs3)CC2)cc1
    ?, /
COCCNC(=O)COc1ccc(C)cc1C
    ?, /
O=C(CCN1C(=O)C2C3C=CC(C3)C2C1=O)NCC1CCCO1 (configuration not stated)
    -7.5%, -19.4
COc1ccc(CCNC(=O)/C=C/c2ccc(C)cc2)cc1OC
    ?, /
CCC(=O)Oc1ccc2c(C)c(Cl)c(=O)oc2c1
    ?, /
CCc1ccc(CNC(=O)C2CCN(c3nnc(C)c4c(C)n(-c5ccc(C)cc5)nc34)CC2)cc1
    i, 10.4
CCc1nnc(NC(=O)Cn2nc(-c3ccccc3OC)ccc2=O)s1
    -7.4%, -5.0
Fc1cccc(Nc2nc(Cl)nc(Cl)n2)c1
    0.0%, /
N=c1ccn2c(n1)OC1C(O)C(CO)OC12 (configuration not stated)
    ?, /
COc1ccc(N2C(=O)C3CCCN3C2c2ccccc2)cc1Cl (configuration not stated)
    -14.1%, 10.0
O=C(CSc1ccccc1)NNC(=O)c1ccccc1O
    ?, /
CCCCn1c(=O)nc2n(-c3ccccc3C)c3ccccc3cc-2c1=O
    15.5%, /
Fc1ccccc1-n1[nH]nnc1=S
    -3.0%, 9.5
CCc1ccc(NC(=O)CNC(=O)Cn2ccc3ccccc3c2=O)cc1
    ?, /
CCC(c1nnnn1CC1CCCO1)N(CCCO)Cc1cc2cccc(C)c2[nH]c1=O (configuration not stated)
    ?, /
O=C(COc1ccc(/C=N/NS(=O)(=O)c2ccccc2)cc1)NCCc1ccccc1
    ?, /
Cn1c(=O)c2c(nc(NCCNC(=O)c3ccco3)n2Cc2ccccc2)n(C)c1=O
    ?, /
O=c1/c(=C\c2ccc(O)cc2)sc2nc(-c3ccccc3)c(-c3ccccc3)n12
    5.6%, 10.5
Cc1nn(C(C)C(=O)O)c2ccccc12 (configuration not stated)
    ?, /
CC(=O)N1CCC(=NNc2nc3ccccc3[nH]2)CC1
    -1.0%, 7.9
Cc1cccc(C(=O)Nc2cccc3c2CCCC3)c1
    i, 21.3
CCCCc1nc2ccccc2c(NC(=O)CN2CCCC2)c1CCC
    8.5%, -3.5
Cc1cccc(N/N=C(\C#N)S(=O)(=O)C(C)(C)C)c1
    ?, /
Cc1cc(NC(=O)CSc2nnc(-c3cccc(Cl)c3)o2)no1
    i, -3.1
CC(=O)Nc1cccc(-n2nnc(SCC(=O)N(C)c3ccccc3)n2)c1
    3.5%, 12.9
CCOC(=O)CC1COc2ccccc2N1C(=O)c1ccc(C)cc1 (configuration not stated)
    ?, /
Cc1nnc(N/N=C\c2ccc(-c3ccccc3[N+](=O)[O-])o2)n1N
    -11.0%, -11.0
Cc1cccc(CCNc2nc3ccccc3n3nnnc23)c1
    i, -24.4
O=C(c1c[nH]c(C(=O)N2CCN(c3ccccc3F)CC2)c1)c1cccc(Cl)c1Cl
    -10.7%, 8.3
CCOC(=O)c1nnc2cc(-c3ccc(Br)cc3)nn2c1C
    ?, /
CCCCC(=O)Nc1ccc(NC(=O)c2ccccc2OC)cn1
    ?, /
CC(=O)N1CCc2cc(S(=O)(=O)CCC(=O)NCc3ccc(Cl)cc3)ccc21
    i, 9.9
Cc1ccc2[nH]c(=O)c(CN(Cc3cccnc3)C(=O)c3ccncc3)cc2c1
    ?, /
COc1cccc(-c2nc(CS(=O)(=O)CC(=O)NCCCOC(C)C)c(C)o2)c1
    3.6%, -3.1
O=C(NC(=S)N1CCCCC1)c1cccs1
    9.9%, 11.4
Cc1cc(C)n(CCCNCC(O)c2ccccc2)n1 (configuration not stated)
    ?, /
CCOC(CNC(=O)c1ccc(CNC(=O)c2ccc(OC)c(OC)c2)cc1)OCC
    0.7%, 9.7
COC(=O)c1ccc(N2CCOCC2)c(NC(=O)Nc2cccc(OC)c2)c1
    13.2%, 13.0
COC(=O)c1sc(NC(=O)c2oc3ccccc3c2C)nc1C
    ?, /
O=C1CCCCC1C(=O)c1ccccc1 (configuration not stated)
    5.4%, -1.2
O=C(CC(=O)c1ccccc1)Nc1ccccn1
    i, /
COc1cccc(C(=O)Nc2nnc(-c3ccc(OC)cc3OC)s2)c1
    ?, /
COc1ccccc1C(C)NCC(=O)NCC(=O)Nc1ccc(F)c(F)c1F (configuration not stated)
    ?, /
CCC(C)c1ccc(NC(=S)Nc2ccc(OC)c(OC)c2)cc1 (configuration not stated)
    -4.7%, -0.6
Cc1ccc(CNC(=O)c2ccccc2N(C)S(C)(=O)=O)cc1
    ?, /
Cc1ccccc1N1CCN(C2CCCN(C(=O)CN3CCCC3=O)C2)CC1 (configuration not stated)
    i, -0.6
COc1cccc(C(=O)O/N=C/c2ccc(Sc3ccc(C)cc3)nc2)c1
    ?, /
COc1ccc(OC)c(S(=O)(=O)Nc2ccc(CC(=O)O)cc2)c1
    -13.3%, 5.9
Cc1ccc(OCC(=O)OC(C)CN(C)Cc2ccccc2)cc1 (configuration not stated)
    ?, /
Cc1ccc2nc(NCCNC(=O)c3ccccc3)c(C#N)cc2c1
    ?, /
CCOC(=O)c1cccc(NC(=O)Nc2ccc3c(c2)C(=O)OC3)c1
    ?, /
C=CCN(C(=O)Nc1ccc2c(c1)nc(C)n2C)c1ccccc1
    8.7%, -0.3
O=C1OCC(c2ccccc2)=C1c1ccccc1[N+](=O)[O-]
    16.9%, /
COc1ccc(Nc2ncnc3ccccc23)c(OC)c1
    -9.4%, -6.9

# Next part
# Below each compound – Lipid storage S3, Lipid storage S3 cell count max
O=C(Cc1ccccc1)NCC(=O)OCc1ccccc1F
    -6.8%, -6.2
CCOc1ccc(N=Nc2c(C)[nH]n(-c3ccccc3)c2=O)cc1
    ?, /
O=C(NCCc1ccccc1)c1noc2c1CCCCC2
    ?, /
NC(=O)C1CCN(c2ncnc3c(-c4ccccc4)nsc23)CC1
    -6.3%, 16.6
Cc1nccn1CC(O)Cn1c2ccccc2c2ccccc21 (configuration not stated)
    0.5%, -11.5
Cc1[nH]c(C)c(S(=O)(=O)N(C)Cc2ccccc2)c1C(=O)N1CCCC1
    ?, /
O=[N+]([O-])c1c(Nc2ccc(O)cc2)cc(N2CCOCC2)c2nonc12
    -9.9%, 0.9
COC(=O)C(C(=O)OC)c1ccc(N)cc1
    17.1%, 22.6
COc1cc(NC(=O)Cc2ccc(Cl)cc2)ccc1NC(=O)c1ccco1
    ?, /
CC1CCCCC1NC(=O)COC(=O)Cc1ccc(Br)cc1 (configuration not stated)
    ?, /
COc1ccc(C2=CC(=O)C[C@H](c3ccc(F)cc3)C2)cc1F
    i, /
O=C(NCc1ccc(Cl)cc1)C1CCN(c2cnccn2)CC1
    1.7%, -14.1
O=C(O)CCC(=O)N1c2ccccc2NC2=C(C(=O)CC(c3ccc(F)cc3)C2)C1c1ccc([N+](=O)[O-])o1 (configuration not stated)
    14.4%, 18.3
CCC/C(O)=C1\C(=O)CC(C)(C)CC1=Nc1ccccc1OC
    ?, /
c1ccc(-n2ncc3c2ncn2cnnc32)cc1
    5.0%, -3.8
Cc1ccc(C(C(=O)NCc2ccco2)N(CC2CCCO2)C(=O)Cn2nnc3ccccc32)cc1 (configuration not stated)
    9.8%, 1.7
COC(=O)c1cc(S(=O)(=O)N2CCC(C)CC2)cn1C
    ?, /
CC(NC(=O)Nc1ccc([N+](=O)[O-])cc1)C(c1cccs1)N1CCCC1 (configuration not stated)
    7.7%, 20.4
CNC(=S)NN(c1ccccc1)c1ccccc1
    14.4%, -1.6
Cc1ccc(S(=O)(=O)N2CCCCC2CCNC(=O)C(=O)NCc2ccco2)cc1 (configuration not stated)
    ?, /
CCOC(=O)c1nn(-c2ccccc2)c(=O)cc1OCC(=O)Nc1cccc(OC)c1
    ?, /
O=C(c1ccco1)N1CCN(S(=O)(=O)c2cc(Cl)ccc2Cl)CC1
    -11.3%, -24.6
O=C(CSc1nnc(CNC(=O)c2ccccc2)o1)c1ccc(Cl)cc1
    -14.1%, 1.0
CN(CCCN1CCOCC1)Cc1cn(C)nc1-c1ccccc1F
    15.5%, 4.2
Cc1ccc(SCC(=O)N2CCCC2)cc1
    ?, /
COc1cc(OC)c(OC)cc1/C=C/c1cc(C(F)(F)F)[nH]c(=O)n1
    ?, /
N#CCCNS(=O)(=O)c1ccc(C(=O)OCC2CCCCC2)cc1
    ?, /
CCN(CC(N)=O)S(=O)(=O)c1ccc(F)cc1
    ?, /
CCN(CC)CCCNC(=O)c1cc2c(=O)[nH]c3ccc(C)cc3c2s1
    5.7%, 3.5
CCOC(=O)NN=C1c2ccccc2-c2ccccc21
    ?, /
O=C(Cc1cccs1)Nc1nc(-c2ccccc2)cs1
    ?, /
Cc1cccc(NC(=O)CN2CCN(C(=O)C(C)Oc3ccc(C#N)cc3)CC2)c1C (configuration not stated)
    ?, /
O=C(Nc1ccccc1F)c1ccc2nc(N3C(=O)CCC3=O)sc2c1
    -9.4%, 8.0
CS(=O)c1ccccc1COC(=O)Nc1ccccc1 (configuration not stated)
    ?, /
Cc1ccc(Cn2c(C)c3cnn(CC(=O)NCc4ccccn4)c(=O)c3c2C)cc1
    ?, /
CCC1(C)Cc2ccccc2C(=O)N1 (configuration not stated)
    ?, /
O=C(Nc1ncccc1O)c1ccc2c(c1)OCO2
    i[0.0737 µM], 12.5
